GPR35 arrestin U2OS: GPR35 antagonists blocking zaprinast-driven arrestin recruitment, primary screen, imaging, U2OS, beta-arrestin-GFP, zaprinast agonist (AID 2058) | U2OS GPR35 beta-arrestin-GFP translocation imaging, zaprinast antagonism; higher % means a stronger effect | inhibition, % at 10 µM, or IC50 in µM where a hit was titrated | 290,000 tested, 0.052% active;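 active = inhibition of at least 50% with at least 30 cells and total cytoplasm GFP at most 10,000,000; inconclusive = under 30 cells or total GFP of 10,000,000 plus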
LYP phosphatase: PTPN22 lymphoid phosphatase activity blockers – biochemical, fluorescence intensity, uHTS (AID 1779). recombinant LYP phosphatase, fluorescence intensity; higher % means a stronger effect. inhibition, % at 11.5 µM, or IC50 in µM where a hit was titrated. 290,000 tested, 0.054% active; in the data active = inhibition above about 50%;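 also: plate controls were vehicle with enzyme for no effect and no enzyme for full effect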
NS5 inhibitors: Dengue-2 NS5 methyltransferase inhibitors, primary screen, biochemical, confirmation dose response (AID 588689) | 340,000 tested, 0.3% active | inhibition, % at 25 µM, or IC50 in µM where a hit was titrated | Dengue-2 NS5 methyltransferase capping enzyme assay, biochemical; higher % means a stronger effect; in the data active = a potency from the dose series; inconclusive = inhibition above about 29% without an active follow-up result
AID2073: disruptors of CaV2.2 binding to Mint1 – biochemical, HTRF (AID 2073); 290,000 tested, 0.19% active; HTRF protein-protein interaction, Mint1-CaV2.2; higher % means a stronger effect; inhibition, % at 20 µM, or IC50 in µM where a hit was titrated; in the data active = inhibition mostly above about 51%, no sharp cut-off; inconclusive = no clear call, values can overlap the other calls; inactive = mostly below about 53%; also: some results filed as inactive read as strong as hits
Autophagy mod: autophagy modulation, high-content screen; MEF GFP-LC3 puncta imaging; test concentration mostly 10 µM; calls only at 10 µM (by protocol); 190,000 tested, 0.98% active; AID 463193;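 active = percentage of spot-positive cells more than 3 SD above its plate mean, without a fluorescence outlier flag or 80% toxicity; inconclusive = no clear call, values can overlap the other calls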;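 also: spot-positive cell cutoff set from DMSO-treated cells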
RSV antiviral HEp-2: inhibition of RSV-induced cytopathic effect – HEp-2 cells, primary 10 µM value included (AID 2391). HEp-2 cells, RSV-induced CPE inhibition; higher % means a stronger effect. 310,000 tested, 0.13% active. CPE inhibition, % at 10 µM, or IC50 in µM where a hit was titrated; in the data active = a potency from the dose series; inconclusive = CPE inhibition mostly from about 23% at the one dose, without a potency; inactive = the rest, 99 in 100 with CPE inhibition below about 21%; also: strong numbers were not always called active
WT yeast gro inh: growth inhibition of WT yeast, mitochondrial fusion screen. mitochondrial fusion phenotypic screen, WT strain. inhibition, % at 10 µM. 190,000 tested, 2.1% active; in the data active = inhibition above about 58%; tested in S. cerevisiae
UTI89 phage lysis: inhibition of K1F phage lysis, E. coli UTI89, bacterial capsule biogenesis inhibitors, alamar blue (AID 488966); E. coli UTI89 K1F phage lysis, alamar blue, 2 h; higher % means a stronger effect; inhibition, % at 100 µM, or IC50 in µM where a hit was titrated; 340,000 tested, 0.02% active;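 active = phage lysis inhibition, versus mean bacterial control, above a set limit; inconclusive = no clear call, values can overlap the other calls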;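 also: capsule biogenesis inhibitors block K1F phage lysis so surviving cells raise fluorescence; higher fluorescence means more inhibition of phage lysis; actives were called in the ten point dose series up to 300 µM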
NTR1 agonist: NTR1-driven beta-arrestin-GFP spot formation – imaging, U2OS cells, high content, primary screen (AID 493036). P30989. agonist mode. activation, % at 20 µM. 330,000 tested, 0.17% active;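 active = activation at or above 40% of the spot to cytoplasm intensity ratio, with at least 20 cells analyzed; inconclusive = wells under 20 cells, flagged as cytotoxic or low count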;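 also: 0% = DMSO without peptide and 100% = 100 nM NTR1 peptide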
Target sequence (P30989 whole entry, looked up): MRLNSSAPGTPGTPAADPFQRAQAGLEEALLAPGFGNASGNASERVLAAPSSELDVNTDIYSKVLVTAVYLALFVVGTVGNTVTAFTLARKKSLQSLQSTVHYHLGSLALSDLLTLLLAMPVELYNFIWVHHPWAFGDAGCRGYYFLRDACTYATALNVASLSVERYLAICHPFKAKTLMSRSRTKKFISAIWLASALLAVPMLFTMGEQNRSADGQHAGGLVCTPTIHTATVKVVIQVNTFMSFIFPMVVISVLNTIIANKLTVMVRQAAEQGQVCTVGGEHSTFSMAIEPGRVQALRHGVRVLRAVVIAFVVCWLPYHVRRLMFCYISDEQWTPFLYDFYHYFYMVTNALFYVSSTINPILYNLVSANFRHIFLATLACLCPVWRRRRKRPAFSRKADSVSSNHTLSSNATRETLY
WT yeast gro inh mutant strain: recorded beside WT yeast gro inh, whose call it bears; inhibition, %; mitochondrial fusion phenotypic screen, mutant strain inhibition
Autophagy mod cell loss 18 h: recorded beside Autophagy mod, whose call it bears; toxicity, %; measured here: cell loss, nuclei count;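 cell loss after 18 h compound exposure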
NTR1 agonist cell count 20 µM: also measured in NTR1 agonist; calls as there; cell count; measured here: cell count, cytotoxicity flag
NS5 inhibitors pilot replicate: also measured in NS5 inhibitors; calls as there; inhibition, %; measured here: pilot screen replicate inhibition
* hit, by the source's call; i = inactive; ? = inconclusive; . = no result given; [ ] = dose if it differs, or a comment.

SMILES	GPR35 arrestin U2OS	LYP phosphatase	NS5 inhibitors	AID2073	Autophagy mod	Autophagy mod cell loss 18 h	RSV antiviral HEp-2	WT yeast gro inh	WT yeast gro inh mutant strain	UTI89 phage lysis	NTR1 agonist	NTR1 agonist cell count 20 µM	others
CCOCCCNC(=O)c1cc(-c2cccnc2)nc2ccc(S(=O)(=O)N3CCC(C)CC3)cc12	7.7%	-15.5%	-5.5%	24.4%	.	.	2.8%	.	.	0.4%	-1.2	54
O=C(CSc1ncnc2scc(-c3ccc(F)cc3)c12)c1ccc2c(c1)OCCO2	-2.9%	-5.6%	3.6%	10.3%	i	-44.8	8.6%	11.8	-23.3	-0.4%	1.4	45
C=CCOc1ccccc1CN1CCC(n2nccc2NC(=O)C2CCOC2)CC1 (stereo not given)	1.8%	-6.6%	-0.3%	11.0%	.	.	0.0%	.	.	0.1%	2.0	48
COc1ccc(C(=O)O/N=C(\N)c2ccncc2)cc1OC	-1.1%	-1.9%	-8.0%	-1.8%	i	-6.8	1.3%	15.1	0.2	-1.9%	2.7	45
CC(=O)N1CCN(c2ccccc2NC(=O)COc2cc(C)ccc2C(C)C)CC1	4.8%	5.8%	-2.7%	-8.3%	i	-1.0	3.9%	9.6	5.5	-0.3%	4.4	74
CCC1=C(OC(=O)N(CC)CC)N2C(=O)OC(=NCC3CC3)[C@]2(Cc2ccccc2)[C@H]2C1=CC[C@H]1C(=O)N(c3ccccc3)C(=O)[C@H]12	-10.3%	1.4%	0.0%	-3.8%	.	.	50.3%	.	.	4.1%	8.4	42
COc1ccc(/C=C(/NC(=O)c2ccccc2)C(=O)N2CCCCC2)cc1	28.3%	-3.7%	0.0%	18.7%	.	.	1.3%	.	.	0.2%	0.4	57
Cc1ccc2c(Cl)cc(Cl)c(OCC(=O)NC(C)(C)C)c2n1	3.6%	4.3%	4.0%	0.3%	i	-1.8	6.5%	55.7	-11.3	0.3%	2.8	29
c1ccc(C2CC(c3ccccc3)C(c3ccccc3)N2)cc1 (stereo not given)	5.7%	-4.6%	-3.9%	5.9%	.	.	0.2%	.	.	0.1%	3.5	58	NS5 inhibitors pilot replicate=-2.4
COc1ccccc1OCCn1cc(C(=O)O)c2ccccc21	-5.6%	-5.0%	1.6%	4.7%	i	15.5	0.9%	-23.0	-8.3	-0.2%	1.3	65
COc1ccc2oc(=O)c(C(=O)N3CCc4ccccc43)cc2c1	-0.4%	-4.0%	-0.7%	-4.5%	i	5.6	0.0%	15.8	20.7	2.8%	0.2	72
O=C(C1CCC(=O)N(C2CC2)C1)N1CCC(Oc2cccc(F)c2)CC1 (stereo not given)	4.6%	-0.4%	-2.6%	11.0%	.	.	0.5%	.	.	0.9%[50 µM]	1.5	67
O=S(=O)(NCc1cc(-c2ccc(Cl)cc2)no1)c1ccc(Cl)cc1	4.2%	9.5%	-3.3%	21.3%	i	2.1	2.4%	7.0	23.6	0.0%	-1.2	95
COc1cccc2cc(C(C)OC(=O)Nc3ccc(C)cc3)oc12 (stereo not given)	-12.0%	3.7%	-0.8%	-2.7%	i	18.2	0.9%	33.7	21.3	0.2%	0.7	38
CC(Sc1ncnc2ccccc12)C(=O)Nc1ccc2c(c1)OCCO2 (stereo not given)	0.8%	-4.7%	-1.5%	-0.9%	i	7.7	6.8%	-40.0	-37.6	12.1%	-1.8	48
Cc1ccccc1OCC(=O)Nc1ccc(N2CCN(C(=O)C(C)C)CC2)c(Cl)c1	-11.4%	-1.0%	-6.5%	?	i	-10.0	1.2%	30.3	31.5	0.5%	10.7	75
O=C(Nc1ccccc1)N(Cc1ccc(Cl)cc1)CC(O)C(F)(F)F (stereo not given)	3.9%	-3.0%	7.0%	-7.2%	i	-7.9	1.1%	7.4	-5.1	0.4%	0.3	59
N=c1sccn1CC(=O)Nc1cccc2ccccc12	-5.2%	-8.8%	1.1%	-8.5%	i	-7.9	-1.2%	13.4	20.2	1.5%	-0.7	40
COc1cc(CN2CCC(n3nccc3NC(=O)CCCc3ccccc3)CC2)ccc1O	-5.6%	-6.0%	-8.6%	37.4%	.	.	-2.7%	.	.	-0.1%	-0.3	73
Cc1cc(OCC(=O)NCc2cccnc2)c2c(C)c(Cc3ccccc3)c(=O)oc2c1	-6.5%	-7.5%	-5.4%	11.9%	.	.	2.7%	.	.	0.2%	1.8	53
CC(C)[C@H](N)c1nnc2n1N=C(c1ccc(Cl)cc1)CS2	-4.9%	-4.5%	-0.3%	4.1%	.	.	-1.5%	.	.	-0.2%	0.6	102
O=C(NCCN1C(=O)CCC1=O)c1ccncc1	13.0%	-6.6%	-0.7%	1.6%	i	9.1	0.2%	-10.3	-2.1	1.5%	-2.1	64
O=C(COc1ccc2ccccc2c1)Nc1ccncc1	8.6%	-3.7%	0.7%	3.3%	i	-3.7	10.8%	-0.2	-21.4	0.3%	1.3	65
Cc1cccc(-n2ncc3c(Nc4ccc(F)cc4)ncnc32)c1	6.2%	-2.1%	-0.7%	12.5%	.	.	4.3%	13.7	-14.6	0.1%	4.4	47
O=S(=O)(c1ccccc1C(F)(F)F)N1CCOCC1	-1.1%	-7.9%	-4.3%	-9.6%	i	18.5	2.3%	23.3	-10.5	1.3%	-1.8	50
Nc1cc(=O)[nH]c(SCC(=O)N2CCCCC2)n1	2.6%	-6.0%	0.7%	7.7%	i	17.3	-0.1%	3.7	0.8	0.0%	1.6	29
NS(=O)(=O)c1ccc(NCc2cc(Cl)ccc2OCc2ccc(F)cc2)cc1	10.2%	0.3%	-1.3%	0.1%	i	-14.5	1.6%	13.3	6.1	-1.8%[50 µM]	9.6	30
NC(=O)CN1CCN(c2nc(-c3ccc(F)cc3)cs2)CC1	15.9%	-6.0%	2.3%	-23.7%	i	-0.2	2.9%	2.4	-0.5	2.9%	-2.2	51
CN(CC1CCCO1)S(=O)(=O)c1ccc(C(=O)Nc2ccc(F)cc2)cc1 (stereo not given)	-13.8%	-10.0%	-1.9%	5.7%	.	.	?	.	.	1.2%[50 µM]	0.1	46
CCc1nnc(NC(=O)c2ccc3ncsc3c2)s1	-0.7%	-3.5%	-13.8%	12.3%	.	.	-0.6%	.	.	0.2%	1.2	59
Cc1cc(O)c(C=Nc2ccc(Cl)cn2)c(=O)o1	1.6%	-9.1%	-34.8%	0.2%	i	-7.5	-0.2%	-9.5	-6.5	0.2%	-0.9	66
Cc1c(C)[n+](=O)c(-c2ccc(F)cc2)c(C)n1[O-]	6.2%	-5.0%	0.0%	-0.8%	i	1.1	2.1%	1.8	2.9	0.3%	3.2	72
CC1CCCCC1NC(=O)COC(=O)CN1C(=O)c2ccccc2C1=O (stereo not given)	.	.	-8.6%	.	.	.	3.0%	.	.	0.3%[50 µM]	-1.2	78
CCc1ccc2c(c1)[C@H]1OCC[C@H]1[C@@H](c1cccs1)N2	16.1%	0.0%	0.4%	1.2%	i	32.5	-1.4%	-10.5	3.8	4.8%	-0.5	52
CNC(=O)CSc1nc2c(c(=O)n(C)c(=O)n2C)n1Cc1ccc(C)cc1	-1.6%	1.6%	0.0%	1.3%	i	-5.6	1.8%	-15.8	0.2	-0.2%	0.2	58
Cc1cc2c(c(=O)n1C)C(C(C)C)C(C#N)=C(N)O2 (stereo not given)	-2.1%	1.9%	7.5%	2.6%	i	18.2	1.8%	-1.4	-11.7	-0.4%	-0.8	29
COc1ccc(Cn2c(CO)cnc2SCC(=O)Nc2cc(C)on2)cc1	5.4%	-10.8%	-0.5%	0.2%	.	.	-0.7%	.	.	0.5%	-2.1	55
COC(=O)c1ccc2c(=O)n(Cc3ccc(C(=O)NC(C)C)cc3)c(=S)[nH]c2c1	-5.5%	0.3%	-3.8%	10.6%	i	-6.7	2.2%	-6.3	-10.9	-0.1%	3.1	65
Cc1ccccc1Cn1c(NC2CCCC2)nc2c1c(=O)[nH]c(=O)n2C	-0.9%	-7.4%	4.0%	-4.5%	.	.	1.1%	.	.	1.5%	1.0	61
O=C(CN1C2CCCC1CC(NC(=O)C1CCCCC1)C2)Nc1ccccc1 (stereo not given)	10.4%	-2.2%	8.9%	0.4%	.	.	1.4%	.	.	0.9%	-0.7	39
Cc1nn(-c2ccccc2)c(C)c1/C=N/NC(=O)c1cnccn1	12.1%	-4.1%	5.4%	4.5%	.	.	.	.	.	-1.1%	-0.2	69
COC(=O)c1cc(C(=O)NC(C)(C)CC(C)(C)C)cc([N+](=O)[O-])c1	9.7%	-1.4%	0.0%	-5.5%	i	-2.0	3.0%	5.1	-24.6	0.0%	-0.1	44
Cc1cc([N+](=O)[O-])nn1CC(=O)NC(C)c1ccccc1 (stereo not given)	-3.6%	-4.5%	-4.1%	-29.1%	.	.	-0.5%	.	.	0.1%	-0.1	50
CCC1CCCCN1C(=O)COC(=O)c1n[nH]c2ccccc12 (stereo not given)	-3.9%	2.1%	-1.1%	12.7%	i	-0.1	2.4%	-8.1	-0.1	0.7%	0.6	52
Cc1ccc(-c2nnn(CC(=O)N(c3ccccc3)C(C(=O)NCC3CCCO3)c3ccc(Cl)cc3)n2)cc1 (stereo not given)	15.2%	6.8%	1.0%	12.1%	i	25.6	6.8%	2.8	6.8	0.2%	-2.2	87
C=CCN1C(=O)C(C)(C)Nc2ccccc21	10.1%	-5.6%	2.7%	-2.3%	i	15.7	0.2%	-46.7	-22.7	0.3%	1.5	90
CN(C)S(=O)(=O)c1cccc(NC(=O)CN2C(=O)NC3(CCc4ccccc4C3)C2=O)c1 (stereo not given)	1.8%	0.6%	-7.3%	-0.6%	.	.	5.0%	.	.	0.0%	-0.2	42
CCc1ccc(NC(=O)c2cnc(SC)nc2C)cc1	2.7%	-3.0%	-4.6%	13.6%	.	.	0.9%	.	.	0.3%[50 µM]	-0.2	103
CCC(=O)NC(=S)Nc1ccc(NC(=O)c2cccnc2)cc1	0.6%	-7.4%	-3.1%	-21.5%	.	.	0.6%	.	.	-0.1%	-1.1	58
CN(Cc1cccs1)C(=O)CNC(=O)c1ccco1	14.9%	-5.2%	-1.9%	8.6%	.	.	0.4%	.	.	0.2%	0.7	68
Cc1noc(C)c1COc1ccc(C(=O)N2CCN(c3ccccc3O)CC2)cc1	.	.	-2.2%	.	.	.	5.9%	.	.	-0.1%[50 µM]	6.6	53
CCCCOc1ccc(C(=O)NCC(=O)OCC(=O)N2CCN(S(=O)(=O)c3ccc(C)cc3C)CC2)cc1	1.9%	1.3%	-2.2%	14.5%	i	-4.5	2.4%	-1.8	-4.0	0.5%[50 µM]	-0.6	55

Bioassay records: PubChem BioAssay, several laboratories
